USP2a inh: inhibitors of human ubiquitin-specific protease USP2a; 0.01% of 330,000 active; USP2 core, Ub-CHOP2 coupled fluorogenic reporter, 485/531; Potency, µM (series often up to 38.3 µM), for the others: at the highest dose activity change, negative = inhibition, actives largely listed as inhibitors;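 further: potency means the concentration at half of the fitted maximal effect; plate controls were DMSO wells for no effect and full inhibition by NEM control for full effect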
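USP2 core (10nM final) preincubated 30min RT with compound in 20mM Tris-HCl pH 8.0, 2mM CaCl2, 2mM beta-mercaptoethanol, 0.05% CHAPS; 25nM Ub-CHOP2 plus 25nM reporter substrate added, fluorescence (Ex485/Em531) read after 60min.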
GALK inhibitor: blocks human galactokinase activity. Purified GALK, Kinase-Glo residual ATP luminescence. 0.007% of 270,000 active. P51570. Potency, µM (series often up to 57.5 µM), for the others: top-dose activity change, negative = inhibition, most hits filed as inhibitors; further: potency means the concentration at half of the fitted maximal effect
Target sequence (P51570 whole entry, looked up): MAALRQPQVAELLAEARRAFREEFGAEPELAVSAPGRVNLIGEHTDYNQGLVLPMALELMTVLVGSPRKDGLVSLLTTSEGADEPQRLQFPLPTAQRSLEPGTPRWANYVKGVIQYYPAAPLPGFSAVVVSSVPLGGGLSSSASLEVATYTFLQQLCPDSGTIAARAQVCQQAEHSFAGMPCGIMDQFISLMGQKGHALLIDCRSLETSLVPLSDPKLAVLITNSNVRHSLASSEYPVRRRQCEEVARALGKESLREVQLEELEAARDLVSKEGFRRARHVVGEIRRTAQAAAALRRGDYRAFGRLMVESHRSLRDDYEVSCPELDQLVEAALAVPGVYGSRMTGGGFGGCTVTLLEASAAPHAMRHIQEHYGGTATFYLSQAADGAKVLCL
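Galactose (100 uM) and ATP (35 uM) were turned over by 5 nM GALK for 1 h at RT. Kinase-Glo Plus then converted the remaining ATP into a luminescent signal.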
Chronic BCR inh: blocks chronic active B-cell receptor signaling | ABC-DLBCL IkBa-CBG/CBR reporter, luminescence ratio, 4 h | Potency, µM (series often up to 46.1 µM), for the others: at the top dose ratio change, negative = lower green/red ratio, usual class: inhibitors | 0.05% of 340,000 active | AID 493014; active means well fitted inhibition curve with a large enough effect in the signal ratio, with a control signal flat, not every such curve was filed as active; inconclusive means small, poorly fitted or top-dose-only effect, or effect the other way, or a change in a side signal; the % refers to the signal ratio;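 further: potency means the concentration at half of the fitted maximal effect; plate controls were basal doxycycline-induced cells for no effect and cells given 10 µM MG132 for full effect; MG132 reads +100%, hits lower the ratio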
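TMD8 ABC-DLBCL cells carrying doxycycline-inducible green luciferase fused to IkappaBalpha plus unfused red luciferase were exposed to compounds (up to 46 uM) for 4 hrs at 37C. Activity came from the overlap-corrected green/red luminescence ratio.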
B2AR arrestin: agonists driving beta-arrestin recruitment to human beta2-adrenergic receptor; beta-arrestin recruitment to beta2AR, cell-based reporter; Potency, µM (titrated, usually from 46.1 µM), without a hit: top-dose activation, most hits filed as activators; 0.02% of 330,000 active;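 further: potency means the concentration at half of the fitted maximal effect; 0% = DMSO controls and full agonism = EC100 isoproterenol or metaproterenol; nearly all actives have a fitted effect of over 65% in size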
Giardia kill: Giardia lamblia killing; Giardia lamblia trophozoite viability; 0.15% of 340,000 active; AID 540267; activity change, % at 7.66 µM, hits read low; in the data active means activity change below about -80%; inconclusive means between about -30% and that limit;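 further: parasites exposed to compound for two days anaerobically before the ATP read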
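Compounds were tested on trophozoites seeded at 100 cells/well and held 48 hrs at 37 deg C anaerobically. An ATP-based luminescent kit measured the remaining live cells.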
KCNH2 3.1 block: blocks the human KCNH2 3.1 channel isoform | 0.95% of 340,000 active | activity change, % (tested at about 1.8 µM) | AID 720553 | U2OS KCNH2 3.1, thallium flux FluxOr; stronger effect = lower value;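 active means maximum activity change below -70%; inconclusive means maximum activity change from -70% to -50%; inactive means maximum activity change above -50%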;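 further: thallium influx rate constant from kinetic fluorescence after stimulation buffer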
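Thallium flux via FluxOr fluorescence (Red40 quencher, 45 min loading) in U2OS cells virally expressing the KCNH2 3.1 isoform (1.77 x 10^8 /mL virus, overnight at 37 C). Rate constants from 2-min kinetic reads post-stimulation, normalised to positive and negative controls.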
Eya2 inh: blocks the phosphatase activity of human Eya2. recombinant Eya2, OMFP fluorescence dephosphorylation (OMFP is methylfluorescein phosphate). AID 488837. 0.006% of 330,000 active. O00167. Potency, µM (doses to about 76.9 µM), inactives show at the highest dose activity, negative = inhibition, most hits filed as inhibitors; further: potency means the concentration at half of the fitted maximal effect
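Eya2 (0.2 uM) preincubated 10 min at ambient with compound, then OMFP substrate added at 50 uM; 10 min reaction in 50 mM HEPES pH 7.5, 50 mM NaCl, 5 uM MgCl2, 0.05% BSA, 1 mM DTT. Fluorescence read at Ex 485/Em 525 nm.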
Coupling enz: inhibits coupling enzyme system, counter-screen for aldolase hits; coupling enzyme system counterscreen, AmpLite Red fluorescence; activity change, negative = inhibition, % at 58.2 µM, hits read low; 0.67% of 290,000 active; AID 2472; in the data active means activity change below about -30%
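Coupling enzymes only (glyceraldehyde-3-phosphate) + compound, at 57.5 uM final, 10 min RT; add substrate/coupling/AmpLite Red mix, 20 min RT; fluorescence ex 525/em 598 nm. Actives flag coupling-system interference.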
PKM2 act: increases activity of human pyruvate kinase M2; purified PKM2, Kinase-Glo ATP luminescence, activation; response scale: 0% is enzyme alone, no compound; P14618; Potency, µM (doses to about 57.5 µM), for inactives: top-dose activation, hits mostly activators; 0.34% of 260,000 active; further: potency means the concentration at half of the fitted maximal effect; nearly all actives have a fitted effect of over 55% in size
Target sequence (P14618 whole entry, looked up): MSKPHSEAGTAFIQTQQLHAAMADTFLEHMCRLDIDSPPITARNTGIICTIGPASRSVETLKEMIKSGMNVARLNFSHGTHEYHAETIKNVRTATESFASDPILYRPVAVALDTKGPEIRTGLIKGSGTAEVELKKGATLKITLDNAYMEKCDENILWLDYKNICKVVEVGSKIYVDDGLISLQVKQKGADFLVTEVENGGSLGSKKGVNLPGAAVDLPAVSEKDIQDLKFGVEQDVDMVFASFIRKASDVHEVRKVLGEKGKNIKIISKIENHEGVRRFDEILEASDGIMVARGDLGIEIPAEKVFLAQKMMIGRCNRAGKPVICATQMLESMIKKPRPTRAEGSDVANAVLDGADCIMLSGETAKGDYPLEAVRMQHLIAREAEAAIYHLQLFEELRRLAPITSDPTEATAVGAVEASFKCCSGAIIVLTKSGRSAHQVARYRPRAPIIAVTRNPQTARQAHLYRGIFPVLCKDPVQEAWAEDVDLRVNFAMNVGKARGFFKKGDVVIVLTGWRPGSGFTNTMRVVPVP
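hPK-M2, >95% pure; 0.1 mM ADP / 0.5 mM PEP final; imidazole pH7.2 buffer w/ 7 mM MgCl2, 50 mM KCl; 1 h RT; Kinase-Glo lum. Intermediate enzyme activity for dual inhibitor/activator qHTS.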
hERG WT inh: KCNH2 (human, wildtype) channel inhibition | Q12809 | activity change, % at 1.84 µM | AID 720551 | U2OS, BacMam KCNH2, thallium flux FluxOr; stronger effect = lower value | 0.37% of 340,000 active;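 active means maximum activity change below -70%; inconclusive means maximum activity change between -70% and -50%; inactive means maximum activity change above -50%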
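U2OS cells were transduced with wild-type KCNH2 virus (2.03 x 10^8 / mL) for 4 h at room temperature, then cultured overnight at 37 C. Thallium flux was read with FluxOr dye. Rate constants were normalized to DMSO controls.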
uPA generation: cell surface uPA generation inhibition; cell surface uPA generation assay, qHTS; Potency, µM (titrated, usually from 38.3 µM), without a hit: at the highest dose activity change, negative = inhibition, usual class: inhibitors; 0.31% of 330,000 active; AID 540303; active means well fitted inhibition curve with a large enough effect; inconclusive means small, poorly fitted or top-dose-only effect; inactive means no such curve, though single readings can be large or run the other way; tested in mouse RAW 264.7 cells; further: potency means the concentration at half of the fitted maximal effect; nearly all actives have a fitted effect of over 55% in size
Numbers without * were called inactive; ? = inconclusive; · = no result given; & = joins results of further samples. Unless noted, the call rests on the fitted dose curve; in most records, active means well fitted curve in the direction sought with a large enough effect; inconclusive means small, poorly fitted or top-dose-only effect, or another doubt; inactive means no such curve, though single readings can be large; an effect the other way counts as inactive or inconclusive. Unless noted, on the % scale 0 is the no-effect control and ±100 the full control effect.

item	mol	USP2a inh	GALK inhibitor	Chronic BCR inh	B2AR arrestin	Giardia kill	KCNH2 3.1 block
1	O=C(CCNC(=O)c1ccc(Cl)cc1)NNC(=O)c1ccc(F)cc1	1%	·	3%	0.2%	-6	27
2	C/C(=N/NC(=O)c1cc(-c2cccc([N+](=O)[O-])c2)n[nH]1)c1ccc(Cl)cc1	-1%	2%	?	-0.4%	5	1
3	CCOCCCN(C(=O)c1ccco1)C(C(=O)NC1CCCC1)c1cccc(OC)c1OC (stereo unspecified)	-2%	4%	0%	-0.9%	-5	-3
4	COCC(C)N1CCC(Oc2cccc(C(=O)NCCc3ccccc3)c2)CC1 (stereo unspecified)	3%	-2%	?	-1.0%	-13	-49
5	O=S(=O)(NCCc1csc(-c2ccc(C(F)(F)F)cc2)n1)c1ccc2c(c1)OCCO2	1%	0%	-10%	-0.2%	-19	2
6	CCCC(=O)Nc1ccc(C(=O)COC(=O)C2CC2)cc1	5%	·	1%	0.0%	-5	7
7	O=C(NCc1ccco1)c1csc2c1CCCC2	3%	-2%	0%	-0.5%	4	-17
8	CC1CN(C(=O)c2ccc(Br)c(S(=O)(=O)N3CCOCC3)c2)CC(C)O1 (stereo unspecified)	-1%	·	1%	-0.2%	-23	-11

item	Eya2 inh	Coupling enz	PKM2 act	hERG WT inh	uPA generation
1	-33%	·	·	-9	6%
2	7%	7	17%	3	8%
3	15%	4	0%	25	1%
4	17%	·	0%	60	-7%
5	-12%	0	-1%	-8	9%
6	5%	·	·	41	-2%
7	3%	-1	-3%	6	-2%
8	-11%	·	·	-19	?

A stretch of the results above, as a working copy:
item	mol	USP2a inh	GALK inhibitor	Chronic BCR inh	B2AR arrestin	Giardia kill	KCNH2 3.1 block
1	O=C(CCNC(=O)c1ccc(Cl)cc1)NNC(=O)c1ccc(F)cc1	1%	·	3%	0.2%	-6	27
2	C/C(=N/NC(=O)c1cc(-c2cccc([N+](=O)[O-])c2)n[nH]1)c1ccc(Cl)cc1	-1%	2%	?	-0.4%	5	1
3	CCOCCCN(C(=O)c1ccco1)C(C(=O)NC1CCCC1)c1cccc(OC)c1OC (stereo unspecified)	-2%	4%	0%	-0.9%	-5	-3

item	Eya2 inh	Coupling enz	PKM2 act	hERG WT inh	uPA generation
1	-33%	·	·	-9	6%
2	7%	7	17%	3	8%
3	15%	4	0%	25	1%

More compounds
item	mol	USP2a inh	GALK inhibitor	Chronic BCR inh	B2AR arrestin	Giardia kill	KCNH2 3.1 block
9	O=C(COC(=O)c1cccc(NC(=O)c2ccco2)c1)c1ccc(Br)cc1	-1%	2%	?	0.7%	-18	-12
10	COc1ccc(CN2CCCCC2C)c(C)c1C (stereo unspecified)	0%	-3%	3%	0.1%	6	8
11	C[C@H]1O[C@@H](O[C@H]2CC[C@@]3(C)C(CC[C@]4(C)C3C=C[C@]35OC[C@@]6(CCC(C)(C)C[C@H]63)[C@@H](O)C[C@]54C)[C@]2(C)CO)[C@H](O)[C@@H](O[C@@H]2O[C@H](CO)[C@@H](O)[C@H](O)[C@H]2O)[C@H]1O (stereo partly specified)	-1%	·	?	0.2%	19	-25
12	COc1cccc(N/C(C)=C/C(=O)c2ccc(Br)cc2)c1	1%	·	?	-0.2%	8	-21
13	COc1cc(NC(=O)c2csc(N)n2)cc(C(=O)Nc2cccc(C(F)(F)F)c2)c1	-12%	3%	?	-0.5%	-29	-14&-48
14	CCCCc1ccc(NC(=O)CSc2nc(=O)n(CCN(CC)CC)c3c2CCC3)cc1	2%	·	0%	0.4%	-7	-5
15	CCC(C)(C)NC(=O)C(c1cccc(OC)c1OC)N(Cc1ccc(OC)cc1)C(=O)CCC(=O)Nc1cc(C)on1 (stereo unspecified)	-1%	2%	-2%	0.0%	-5	-27
16	Cc1ccc(S(=O)(=O)CC(C)N2CCN(C3CCCCC3)CC2)cc1 (stereo unspecified)	4%	1%	14%	-0.4%	-17	19

item	Eya2 inh	Coupling enz	PKM2 act	hERG WT inh	uPA generation
9	3%	-1	-5%	-4	-3%
10	20%	6	3%	-30	·
11	-4%	·	·	1	3%
12	-7%	1	4%	-4	-1%
13	2%	0	-1%	-9&-4	?
14	-4%	·	·	18	-1%
15	-20%	2	·	9	0%
16	1%	0	1%	5	·

(cont.)
item	mol	USP2a inh	GALK inhibitor	Chronic BCR inh	B2AR arrestin	Giardia kill	KCNH2 3.1 block
17	Cc1ccc2nc(SCc3nc4cc(Cl)ccc4c(=O)[nH]3)[nH]c2c1	-5%	-1%	-5%	4.7%	-5	7
18	COc1ccc(-c2nn3c(-c4ccc(F)cc4)nnc3s2)cc1	1%	1%	?	0.1%	-4	3
19	COc1ccccc1CN1CC(C(=O)NCc2cnn(C)c2)CCC1=O (stereo unspecified)	1%	3%	0%	-0.8%	-19	-8
20	Cc1ccc(C2=NN(CCC(=O)NCCC(C)C)C(=O)CC2)cc1	0%	3%	2%	-0.6%	·	·
21	CCc1ccc(N2CN(Cc3cccnc3)CNC2=S)cc1	-1%	-2%	0%	-0.5%	10	5
22	Cc1cccc(NC(=O)C(Cc2ccccc2)c2nn[nH]n2)c1C (stereo unspecified)	0%	-7%	?	-0.8%	10	9
23	COC(=O)Cc1c(C)c2ccc(OCC(=O)NC3CCS(=O)(=O)C3)cc2oc1=O (stereo unspecified)	2%	3%	0%	-0.5%	2	1
24	COc1ccc2cc(C(=O)C3CCCN(C(=O)Cc4c(C)noc4C)C3)ccc2c1 (stereo unspecified)	-2%	-2%	8%	0.9%	-9	-3

item	Eya2 inh	Coupling enz	PKM2 act	hERG WT inh	uPA generation
17	5%	1	-2%	-3	-12%
18	11%	5	7%	-7	1%
19	-11%	·	-1%	4	5%
20	1%	-1	-1%	·	·
21	6%	1	0%	0	-8%
22	6%	10	-1%	-4	-1%
23	-5%	1	·	3	4%
24	-16%	1	-9%	4	3%

The list continues.
item	mol	USP2a inh	GALK inhibitor	Chronic BCR inh	B2AR arrestin	Giardia kill	KCNH2 3.1 block
25	COc1ccccc1NC(=O)c1ccccc1S(=O)(=O)c1ccccc1[N+](=O)[O-]	4%	0%	4%	0.4%	16	18
26	Cn1c(=O)c2c(nc(Oc3ccc(-c4ccccc4)cc3)n2C)n(C)c1=O	1%	0%	1%	-0.3%	-2	11
27	COc1ccc(CN(C)CC2CCCN(CCc3ccc(F)cc3)C2)c(OC)c1OC (stereo unspecified)	0%	-1%	0%	-0.3%	18	-38
28	CN(C(=O)COC(=O)c1ccc2ccccc2n1)C1CCS(=O)(=O)C1 (stereo unspecified)	-1%	1%	-2%	-0.1%	-9	6
29	COCCCN1C(=O)C(=O)/C(=C(/O)c2ccccc2)C1c1ccc(N(C)C)cc1 (stereo unspecified)	1%	2%	2%	0.1%	-3	3
30	CCN(CC)S(=O)(=O)c1cc(NC(=O)C(C)Nc2ccccc2N2CCOCC2)ccc1C (stereo unspecified)	-1%	-2%	-1%	0.3%	8	-7
31	CCc1c(C(=O)N/N=C/c2ccco2)nnn1-c1nonc1N	-5%	-2%	?	-0.4%	13	3
32	COc1ccc(OCCC(=O)OCC(=O)c2ccc[nH]2)cc1	0%	-1%	-2%	-0.1%	-3	8

item	Eya2 inh	Coupling enz	PKM2 act	hERG WT inh	uPA generation
25	0%	-1	-2%	-4	6%
26	3%	4	1%	-6	8%
27	1%	1	0%	36	4%
28	6%	0	-1%	2	-3%
29	14%	1	-2%	-7	-9%
30	-3%	-1	-1%	-6	6%
31	-8%	2	-3%	-4	-1%
32	1%	-9	3%	-5	18%

Further compounds follow:
item	mol	USP2a inh	GALK inhibitor	Chronic BCR inh	B2AR arrestin	Giardia kill	KCNH2 3.1 block
33	CCc1[nH]nc(C(=O)NC2CCCc3c2cnn3-c2cc(C)cc(C)c2)c1C (stereo unspecified)	4%	-5%	?	-0.9%	-11	-1
34	O=C(CSCc1ccc(Br)cc1)N1CCOCC1	1%	-1%	0%	2.9%	10	20
35	COc1ccc(C(C)(C)C)cc1NC(=O)C1=CC=CN2CCS(=O)(=O)N=C12	0%	·	-3%	-0.3%	-2	17
36	Cc1nnsc1C(=O)NNS(=O)(=O)c1ccccc1	2%	2%	0%	-0.2%	7	-4

item	Eya2 inh	Coupling enz	PKM2 act	hERG WT inh	uPA generation
33	7%	·	3%	-14	?
34	16%	2	-23%	-21	1%
35	0%	·	·	-2	-18%
36	2%	4	0%	5	3%
